Source: PubChem BioAssay (several laboratories)
DUSP1 inh: MKP-1 phosphatase inhibitors, primary screen, biochemical, in vitro | Dual specificity protein phosphatase 1 (Homo sapiens), P28562 | recombinant MKP-1, OMFP hydrolysis fluorescence | inhibition, %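 (compounds tested at a single concentration somewhere between 10 and 100 µM)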 | 0.15% of 65,000 active;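 active means inhibition above about 50%, limit read from the data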;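 further: 0% = DMSO max control wells and 100% = wells with enzyme stopped by NaOH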
Hsp90 block: tumor Hsp90 inhibitors, primary screen, cell lysate, fluorescence polarization, NCI-N417 lysate; Heat shock protein HSP 90-alpha (Homo sapiens), P07900; Cy3B-geldanamycin FP displacement; inhibition, % at 30 µM; 0.35% of 64,000 active; AID 429, 2006;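 active means inhibition above 50%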;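 further: 0% = tracer plus lysate wells and 100% = tracer alone without lysate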
AP complement: alternative complement pathway inhibitors, primary screen, biochemical, ELISA, human serum, orthogonally pooled compounds | LPS-coated ELISA, C3 deposition; tested in compound mixtures | inhibition, % at 5 µM | 0.08% of 62,000 active;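 active means inhibition above 30% in each of the two pooled mixtures holding the compound, so the lower value exceeds 30%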;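 further: 0% = serum in Mg-EGTA without compound and 100% = EDTA serum blank; some compounds past the cut are filed as inactive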
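Assay system: Human serum alternative complement pathway, C3 deposition on LPS-coated wells | Incubation: 1 h serum-compound exposure at 37 °C | Doses: 5 µM per compound in ten-compound mixtures | Read-out: Percent inhibition | Technique: ELISA with HRP anti-human C3 antibody, TMB substrate, absorbance 450 nm | Replication: Two pool placements per compound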
Cdc25B inh: inhibitors of Cdc25B phosphatase catalytic domain, primary screen, biochemical, OMFP fluorescence. inhibition, %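 (compounds tested at 10 µM final in the well)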. AID 368, 2006. recombinant Cdc25B, OMFP fluorescence Ex485/Em525. 0.1% of 65,000 active; in the data active means inhibition above about 50%
Target sequence (P30305 whole entry, looked up, the tested form may be a part): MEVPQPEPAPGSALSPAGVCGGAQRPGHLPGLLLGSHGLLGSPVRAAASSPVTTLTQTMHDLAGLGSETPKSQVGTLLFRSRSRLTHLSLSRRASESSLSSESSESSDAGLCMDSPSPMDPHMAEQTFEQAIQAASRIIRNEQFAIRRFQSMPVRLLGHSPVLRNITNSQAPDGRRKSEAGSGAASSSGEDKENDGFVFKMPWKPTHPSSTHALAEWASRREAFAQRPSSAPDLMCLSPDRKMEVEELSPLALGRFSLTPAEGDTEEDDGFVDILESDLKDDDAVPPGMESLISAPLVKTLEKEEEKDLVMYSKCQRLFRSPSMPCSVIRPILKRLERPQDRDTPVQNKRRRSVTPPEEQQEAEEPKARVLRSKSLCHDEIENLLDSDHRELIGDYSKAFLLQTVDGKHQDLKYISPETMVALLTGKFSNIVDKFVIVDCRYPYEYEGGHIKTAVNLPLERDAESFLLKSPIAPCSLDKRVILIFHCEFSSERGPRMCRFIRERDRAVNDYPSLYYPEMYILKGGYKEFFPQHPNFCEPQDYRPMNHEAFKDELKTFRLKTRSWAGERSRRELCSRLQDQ
Ecoli tolC: growth inhibitors of E. coli tolC mutant, primary screen, strain BW25113 ΔtolC::kan, 384-well; AID 573, 2007; OD615; 2.2% of 65,000 active; growth inhibition, % at 10 µM (by protocol);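 active means growth inhibition at or above a cutoff equal to the mean over every tested compound plus 3 SD, cut at about 60% in these data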;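 further: growth measured after 20 h incubation at 37 °C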
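Test system: E. coli BW25113 ΔtolC::kan bacteria; incubation: 37 °C, 20 h exposure; medium: LB broth supplemented with 50 µg/mL kanamycin; read-out basis: percent growth inhibition; signal: A615 absorbance measurement; compound: 10 µM final, single dose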
CatB block: human cathepsin B inhibitors, primary screen, biochemical, fluorogenic substrate | AID 453, 2006 | purified cathepsin B, fluorescence | 0.1% of 63,000 active | inhibition, %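 (tested at 10 µM)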; in the data active means inhibition above about 21%;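 further: 0% = enzyme with no compound and 100% = no enzyme blank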
D1 mod: D1 CRE-luciferase signal change, two-sided – cell-based, HEK293 D1, dopamine EC30, D1 allosteric modulator project, primary screen. dopamine EC30 potentiation; actives deviate in either direction. B-score at 10 µM. 5.9% of 58,000 active. AID 641, 2007;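 active means luminescence count or its row- and column-corrected plate score outside the 99.7% band of the plate's sample wells, on either side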
Target sequence (P21728 whole entry, looked up): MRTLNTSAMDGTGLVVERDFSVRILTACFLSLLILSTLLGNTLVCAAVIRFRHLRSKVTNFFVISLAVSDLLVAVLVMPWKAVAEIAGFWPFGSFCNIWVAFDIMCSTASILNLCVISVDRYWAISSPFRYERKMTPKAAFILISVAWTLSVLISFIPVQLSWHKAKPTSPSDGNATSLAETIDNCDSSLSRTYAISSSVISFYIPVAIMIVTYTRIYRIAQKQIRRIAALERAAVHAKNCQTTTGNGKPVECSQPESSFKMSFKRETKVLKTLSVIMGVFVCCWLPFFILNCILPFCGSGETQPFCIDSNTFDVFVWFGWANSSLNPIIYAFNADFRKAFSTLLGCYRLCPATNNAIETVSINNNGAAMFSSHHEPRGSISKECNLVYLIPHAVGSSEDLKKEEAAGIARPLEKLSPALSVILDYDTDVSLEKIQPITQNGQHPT
Ec RNAP inh: E. coli RNAP inhibitors, biochemical; 0.2% of 62,000 active; E. coli RNA polymerase, fluorescence transcription assay; AID 559, 2006; DNA-directed RNA polymerase subunit beta (Escherichia coli (strain K12)), P0A8V2; inhibition, %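 (tested at 10 µM)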; in the data active means inhibition above about 20%;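 further: 0% = enzyme without compound and 100% = no enzyme blank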
CatB mix inh: cathepsin B inhibitors from pooled compounds, primary screen, biochemical, compound mixtures, AMC fluorescence | P07858 | Purified cathepsin B, AMC dipeptide fluorescence | inhibition, %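 (ten-compound pools at 5 µM per compound and 50 µM total)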 | 0.06% of 62,000 active | AID 488, 2006; in the data active means inhibition above about 22%, passing the limit was not always enough;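 further: 0% = enzyme without compound and 100% = no enzyme blank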
Numbers without * were called inactive; x = no result given.

SMILES	DUSP1 inh	Hsp90 block	AP complement	Cdc25B inh	Ecoli tolC	CatB block	D1 mod	Ec RNAP inh	CatB mix inh
O=C(NC1CCCC1)c1nc2c(nnn2Cc2cccc(Cl)c2)c(=O)[nH]1	19	-1	8	1	29	2	x	7	3
C(=N\c1nc2ccccc2n1CCN1CCCCC1)/c1ccc2c(c1)OCO2	-1	-2	-1	-3	13	4	0.28	-1	2
COc1ccc(-c2cc(-c3ccc(OC)cc3)[nH]n2)cc1	-2	-3	-2	5	49	3	0.029	10	3
O=C(CCC1CCCCC1)Nc1ccccc1O	23	3	11	0	51	3	0.85	9	-3
CN(C)CCN1C(=O)c2oc3ccc(Cl)cc3c(=O)c2C1c1cccc(Br)c1 (stereo not drawn)	1	5	4	5	-13	2	-0.52	7	7
COc1ccc(Cl)cc1NC(=O)CN(C)C(C)C(=O)NCC1CCCCC1 (stereo not drawn)	8	x	3	-13	28	2	x	3	1
COC(=O)c1[nH]c2ccc(C)cc2c1NC(=O)CCN1CCN(Cc2ccc3c(c2)OCO3)CC1	-8	-5	-16	0	10	-3	0.75	6	1
COc1cccc(OCC(O)CN2CCC(C)CC2)c1 (stereo not drawn)	-2	-1	11	-10	-8	3	-1.2	4	1
COc1ccc(S(=O)(=O)N2CCN(CC(=O)Nc3cc(OC)cc(OC)c3)CC2)cc1	-7	-5	10	-2	-6	-5	x	14	4
CCc1oc2ccccc2c1C(=O)c1cc(Br)c(O)c(Br)c1	1	1	13	8	9	-1	-2.5	7	-2
COc1ccc(-c2cc(C(=O)O)[nH]n2)cc1OC	-9	-2	8	-19	-29	0	-0.00072	2	-2
Cc1cc(C)n2nc(C(=O)OCCOc3cccc(Br)c3)nc2n1	9	-4	9	-8	11	2	x	7	2
C=CCNC(=O)c1c(N)n(-c2cccc(S(N)(=O)=O)c2)c2nc3ccccc3nc12	41	-3	10	-4	6	1	x	-14	0
COc1ccc(OC)c(NC(=O)CSc2nnc(Cc3cccn3C)n2-c2ccc(F)cc2)c1	9	-4	10	-17	14	-2	1.2	-5	42
CCOCCCNC(=O)Cn1ncc2c(=O)oc3ccccc3c21	-14	2	5	-12	-4	2	0.17	4	-6
O=C(NCc1cccs1)NC1CCCCC1	12	-3	-21	0	9	7	0.3	2	4
COc1ccc(C(=O)N(Cc2nc(-c3ccc(C)cc3)no2)C(C)C)cc1OC	11	0	7	-18	6	0	1.1	3	4
CCCCN(CC)CCNC(=O)Cn1cnc2sc(C)c(S(=O)(=O)N3CCOCC3)c2c1=O	x	x	11	x	-8	1	-1.3	4	4
Cc1ccc(-c2nc(COC(=O)c3c(C)noc3C)cs2)cc1	-18	-3	8	-3	37	-4	-0.26	3	5
Nc1nnc(SCC(=O)NC2CCCCC2)n1-c1ccccc1	25	1	-2	-6	-3	4	-0.0027	2	2
CC1CCCN(C(=O)c2cc(F)c(F)cc2Cl)C1 (stereo not drawn)	-4	-2	3	-14	-11	2	-0.095	6	2
CCOC(=O)Oc1ccc2oc(=O)cc(C)c2c1	11	-2	7	9	-7	1	0.69	7	-8
COc1ccc(CCN2CC3=C(C2=O)C(c2ccccc2)NC(=O)N3C)cc1OC (stereo not drawn)	-9	-8	9	11	0	-3	0.54	-2	-2
C(/CCc1ccccc1)=N\n1cnnc1	6	-4	2	-15	-9	3	-0.032	9	3
O=C(O)c1c2c(nc3ccc(S(=O)(=O)N4CCC(C(=O)NC5CCCC5)CC4)cc13)CCCCC2	4	-5	14	-10	-7	-5	x	-2	2

The list goes on:
SMILES	DUSP1 inh	Hsp90 block	AP complement	Cdc25B inh	Ecoli tolC	CatB block	D1 mod	Ec RNAP inh	CatB mix inh
CCN(CCNC(=O)C1CCCN(S(=O)(=O)c2cnc[nH]2)C1)c1ccccc1 (stereo not drawn)	-7	0	8	-12	-10	-1	0.46	4	1
O=C(O)CCCCCNc1nc2ncn(Cc3ccccc3)c2c(=O)[nH]1	-26	-1	0	-6	-6	2	x	-4	-4
Cc1ccc(OC(=O)c2ccc(C)c(C)c2)cn1	2	-4	-10	-10	-12	7	0.31	6	-1
CCOC(=O)C1CCN(Cc2ccc(N(C)C)cc2)CC1	14	1	6	-2	-14	x	-0.031	-3	-4
CCCCOc1ccc(-c2nnn(CC(=O)Nc3ncc(CC(=O)OCC)s3)n2)cc1	-4	-5	-3	0	-12	-1	-0.85	2	6
Oc1ccccc1-c1nc(NCCN2CCOCC2)c2ccccc2n1	-7	0	x	13	13	x	x	x	x
CC1=C(C(=O)Nc2ccccc2)C(c2ccncc2)n2nnnc2N1 (stereo not drawn)	3	-7	10	0	-7	-3	-0.54	2	-1
Cn1c(SCCS(=O)(=O)c2ccc(Cl)cc2)nnc1-c1ccccc1	1	1	12	-3	2	1	-1.9	x	3
Cc1cc(C)nc(N2CCC(C(=O)NCc3ccco3)CC2)n1	-18	-2	20	-5	-10	-8	-0.29	2	6
COc1c(C)cc(Br)cc1C(=O)Nc1cccc(-c2nc3ncccc3o2)c1	22	-3	15	-5	38	2	-1.6	2	3
Cc1cc(NC(=O)c2cc(C(C)C)on2)no1	1	-2	10	2	-20	-2	-0.28	6	-4
O=C(Cc1ccc2c(c1)OCCO2)c1c(O)cc(O)cc1O	8	-5	13	-1	14	0	-0.93	2	2
CC1CCCCN1C(=O)Cn1c(=O)n(C2CCCCC2)c(=O)c2ccccc21 (stereo not drawn)	9	-2	27	-4	8	-4	x	-6	-5
CC1(C)CC(=O)C(C=NCCN2CCN(CCCCS(=O)(=O)O)CC2)=C(O)C1	5	-2	12	-12	-7	4	x	11	2
CCCc1cc(C(N)=O)c(NC(=O)c2ccco2)s1	-9	-23	6	-1	-5	-1	5*	3	-2
CCOC(=O)N1CCC(NC(=O)CN2C(=O)CSc3ncccc32)CC1	5	-1	3	-5	-16	2	x	4	-9
CC(NC(=O)c1cccnc1)c1ccc2c(c1)OCO2 (stereo not drawn)	6	-1	12	-4	-10	-2	0.00055	7	6
COc1ccc(S(=O)(=O)Cc2ccc(C(=O)NC3CC3)o2)cc1	5	0	2	-6	5	12	0.83	2	4
Cc1ccc2c(c1)C1CN(C)CCC1N2C(=O)Nc1ccc(Cl)cc1 (stereo not drawn)	13	x	16	-7	24	-1	-4.2*	4	1
O=C(COc1ccccc1)NCc1ccc2c(c1)OCO2	8	-1	-18	-1	-3	3	-0.78	-8	0
CS(=O)(=O)N(CCC(=O)O)Cc1ccccc1	2	-1	6	11	-27	0	0.022	8	6
CC(C)(C)c1cc(C(=O)NCc2ccco2)ccn1	2	-5	4	-8	-6	3	0.2	-1	-1
C=CCn1c(-c2cc(OC)cc(OC)c2)n[nH]c1=S	-20	-3	19	-10	7	1	-0.87	8	-5
CC(CC(C)C(=O)N1CCOCCN(C(=O)C(C)CC(C)C(=O)O)CCOCC1)C(=O)O (stereo not drawn)	-16	-2	22	-1	-11	1	1.3	6	-2
Cc1cc(C(F)(F)F)c2c(C)nn(CCc3nn[nH]n3)c2n1	3	0	-12	-12	0	1	x	-16	2

An excerpt from above in order of their number in CatB mix inh, high to low.
SMILES,CatB mix inh
COc1ccc(S(=O)(=O)Cc2ccc(C(=O)NC3CC3)o2)cc1,4
Cc1cc(NC(=O)c2cc(C(C)C)on2)no1,-4
CCOC(=O)N1CCC(NC(=O)CN2C(=O)CSc3ncccc32)CC1,-9

(cont.)
SMILES	DUSP1 inh	Hsp90 block	AP complement	Cdc25B inh	Ecoli tolC	CatB block	D1 mod	Ec RNAP inh	CatB mix inh
O=C(CCn1nnc2ccccc21)Nc1nnc(-c2ccccc2F)s1	11	0	-2	-5	-13	7	x	7	4
O=C1CC(N2CCC(O)(c3ccc(Cl)cc3)CC2)C(=O)N1Cc1ccc(N2CCCC2=O)cc1 (stereo not drawn)	2	1	-8	-14	15	3	0.94	12	1
Cc1sc(-n2cccc2)c(C(=O)O)c1C	-3	-7	-2	-2	-12	3	-0.84	7	-6
COCCCn1c2nc3ccccc3nc2c2c(=O)n(CC3CCCO3)cnc21 (stereo not drawn)	-22	-7	x	19	4	-3	6.4*	-13	x
CCOc1ccc(S(=O)(=O)n2cnc3cc(C)c(C)cc32)cc1	-16	-1	-6	-10	42	-1	0.5	3	-6
Cc1ccc2c(c1)NC(=O)C(CC(=O)NCCCN1CCCC1)O2 (stereo not drawn)	4	-3	17	-7	-27	-1	0.16	-1	1
Cc1cc(C)c2c(-n3cccc3)c(C(=O)O)sc2n1	27	-5	-2	-1	8	0	0.6	-4	-3
Cc1oc2nc(SCC(=O)N3CCCCC3)nc(N)c2c1C	15	1	2	-2	0	0	2.1	3	-2
CC(=O)Cc1nsc(NC(=O)c2ccc(-c3cccc(C(F)(F)F)c3)o2)n1	10	3	-2	2	23	3	-0.52	6	2
COc1ccc(CCCC(=O)O)c(C)c1	-3	-2	4	1	-22	0	-0.088	6	7
CCCn1cnc2c(c1=O)c1nc3ccccc3nc1n2CCC1=CCCCC1	-6	-9	-11	3	2	-4	0.46	3	1
N=c1c[n+](-c2ccc(Cl)cc2)[n-]o1	4	3	14	2	-22	0	0.22	-1	7
CC(=O)c1ccc(NC(=O)Nc2ncn(Cc3cccc(C)c3)n2)cc1	24	-3	-8	0	-3	9	1.7	5	5
O=C(NC(Cc1c[nH]c2ccccc12)C(=O)O)c1ccccc1 (stereo not drawn)	9	-6	0	-10	-10	4	0.012	2	1
Cc1ccc(SCc2cc(=O)[nH]c(N3CCCCC3)n2)cc1	-4	0	0	7	-9	-4	1.1	5	-1
CCCC(=O)Nc1nn(C)c2nc3c(C)cccc3cc12	-7	3	2	0	-3	2	-0.026	7	5
FC(F)(F)c1cc(-c2ccccc2)nc(N2CCCCC2)n1	22	-2	10	-4	-7	3	0.47	7	8
CCOc1ccc(C(C)(C)C)cc1S(=O)(=O)N1CCOCC1	25	-3	5	0	15	4	2.4	3	-4
O=C1COc2ccc(C(=O)COC(=O)CCc3ccc(S(=O)(=O)N4CCOCC4)cc3)cc2N1	0	-3	6	-7	5	1	-0.15	7	-7
O=C(CSc1nnnn1-c1ccccc1)Nc1ncc2c(n1)CC(c1ccco1)CC2=O (stereo not drawn)	5	x	7	-3	x	5	0.077	7	1
Cc1nc(NCc2ccc3c(c2)OCO3)c2nnn(Cc3ccccc3)c2n1	-3	-2	16	-10	10	-2	3	-4	-6
O=C(Nc1ccc2nc(-c3ccco3)[nH]c2c1)c1cccs1	4	-6	9	3	19	6	-2.9	14	-1
COc1cc2sc(C)nc2c2sccc12	1	1	12	6	24	0	0.99	4	2
CCOC(=O)c1cc(NC(=O)OC)c(C)nc1C	6	x	10	-17	-6	2	-0.065	-1	-1

D1 mod, hit marks shown above
| smiles | DUSP1 inh | AP complement | Cdc25B inh | CatB block | D1 mod | Ec RNAP inh | CatB mix inh |
| --- | --- | --- | --- | --- | --- | --- | --- |
| CCCc1cc(C(N)=O)c(NC(=O)c2ccco2)s1 | -9 | 6 | -1 | -1 | 5* | 3 | -2 |
| Cc1ccc2c(c1)C1CN(C)CCC1N2C(=O)Nc1ccc(Cl)cc1 (stereo not drawn) | 13 | 16 | -7 | -1 | -4.2* | 4 | 1 |
| COCCCn1c2nc3ccccc3nc2c2c(=O)n(CC3CCCO3)cnc21 (stereo not drawn) | -22 | x | 19 | -3 | 6.4* | -13 | x |
